Screening results as filed in PubChem BioAssay.
FBW7 activator: human FBW7 E3 ligase activation, primary screen; AlphaScreen FBW7–phospho-cyclin E peptide binding, activator screen; AID 1259310; 650,000 tested, 0.13% active; Q969H0; normalized activity (activation), % at 26.1 µM; in the data active = normalized activity above about 1.9%;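 note: purified mutant Fbw7 with reduced substrate affinity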
MITF primary: blocks human microphthalmia-associated transcription factor. O75030. AlphaScreen MITF homodimerization, bead proximity signal. inhibition, % at 2.6 µM. 650,000 tested, 0.91% active. AID 1259374; in the data active = inhibition above about 50%;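 note: 0% = vehicle wells with protein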
Target sequence (O75030 whole entry, looked up): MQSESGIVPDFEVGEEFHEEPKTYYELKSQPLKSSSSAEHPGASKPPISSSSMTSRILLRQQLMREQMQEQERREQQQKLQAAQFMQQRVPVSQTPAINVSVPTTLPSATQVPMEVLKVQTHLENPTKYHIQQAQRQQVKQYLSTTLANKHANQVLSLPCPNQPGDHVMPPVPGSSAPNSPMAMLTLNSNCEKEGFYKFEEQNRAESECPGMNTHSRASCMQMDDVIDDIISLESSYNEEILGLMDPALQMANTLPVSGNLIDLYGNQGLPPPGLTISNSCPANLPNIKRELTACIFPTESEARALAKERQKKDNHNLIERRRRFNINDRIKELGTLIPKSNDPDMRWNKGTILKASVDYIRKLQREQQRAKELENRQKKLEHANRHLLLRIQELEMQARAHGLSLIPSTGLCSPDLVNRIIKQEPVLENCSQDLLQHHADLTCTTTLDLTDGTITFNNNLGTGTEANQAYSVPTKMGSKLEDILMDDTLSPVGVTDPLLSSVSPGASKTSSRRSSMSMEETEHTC
GPR151 ag: activates the human receptor GPR151. Q8TDV0. PathHunter beta-arrestin GPR151 cells, luminescence. activation, % at 11.2 µM. 650,000 tested, 1% active. AID 1508602; in the data active = activation above about 4.9%;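 note: 0% = median of compound wells and 100% = cells with positive control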
Target sequence (Q8TDV0 whole entry, looked up): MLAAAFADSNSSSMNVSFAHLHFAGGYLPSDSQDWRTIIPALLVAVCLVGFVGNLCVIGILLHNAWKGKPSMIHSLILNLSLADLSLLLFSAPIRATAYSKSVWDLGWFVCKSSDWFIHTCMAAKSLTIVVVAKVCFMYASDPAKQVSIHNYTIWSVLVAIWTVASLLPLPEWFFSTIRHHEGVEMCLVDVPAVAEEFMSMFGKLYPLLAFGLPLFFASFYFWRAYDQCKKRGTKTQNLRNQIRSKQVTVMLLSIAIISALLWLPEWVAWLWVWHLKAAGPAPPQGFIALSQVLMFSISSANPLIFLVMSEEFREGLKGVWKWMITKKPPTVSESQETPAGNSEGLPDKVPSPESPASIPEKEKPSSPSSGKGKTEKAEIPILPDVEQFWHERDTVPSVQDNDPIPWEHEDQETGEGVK
TEAD-YAP inh: TEAD-YAP interaction inhibition; HEK-TIYL cells, TEAD-Gal4/YAP UAS-luciferase luminescence; inhibition, % at 9.12 µM; 640,000 tested, 1.4% active; AID 1259422; in the data active = inhibition above about 32%;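 note: 0% = median of test compound wells and 100% = reference inhibitor wells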
Numbers without * were called inactive.

SMILES	FBW7 activator	MITF primary	GPR151 ag	TEAD-YAP inh
COc1cc(C(=O)Nc2cccc(-c3nc4ccccc4o3)c2)cc(OC)c1OC	0.1	11	-1.0	4
CCOC(=O)C1=C(C)N=c2s/c(=C\c3cc(C)n(-c4ccc(F)cc4)c3C)c(=O)n2C1c1ccc(OC)cc1OC (centres undefined)	0.0	-10	0.4	2
Nc1nc(SCC(=O)NC(=O)c2cccc([N+](=O)[O-])c2)n[nH]1	0.0	2	-0.1	2
COCCn1c(SCC(=O)N2CCCC2)nc2c(c1=O)SCC2	0.1	2	-0.5	-2
Cc1ccc(Nc2c(-c3ccc(C)o3)nc3cnccn23)cc1	-0.1	0	-0.5	-28
O=C(NCN(Cc1ccccc1)Cc1ccccc1)c1cccnc1	0.0	-3	0.5	6
N#Cc1cc2cc3c(cc2nc1N1CCCC1)OCO3	0.5	-1	-0.2	-5
O=C1CCCC2=C1SC1=NS(=O)(=O)CCN12	0.1	-4	-0.9	0
CSc1ncc(CN2CCC(Oc3cccc(C(=O)N4CCCC4)c3)CC2)cn1	0.0	3	1.1	-4
Cc1cc(Br)c2c(c1)C(O)(N1CCCC(C)C1)C(=O)N2 (centres undefined)	-0.1	-4	0.1	11
O=C(N=Nc1c(O)[nH]c(=O)[nH]c1=O)c1sc2ccccc2c1Cl	-0.3	0	1.0	6
CN(CC(=O)Nc1ccc(S(N)(=O)=O)cc1)C1CCCCC1	-0.1	-5	0.7	-4
Brc1ccc(Nc2ccc3c(c2)OCCO3)nc1	-0.6	5	-1.0	-52
CCCCOc1ccccc1C(=O)NCCC(=O)NN	0.0	-3	-0.5	-29
NCCCCNc1ccccc1[N+](=O)[O-]	0.0	14	3.9	-10
COc1ccc(C)cc1S(=O)(=O)N(CC(=O)N1CCOCC1)c1ccccc1	0.0	3	-0.7	-7
O=C1C2C(C(=O)N1c1cccc(C(F)(F)F)c1)C1C=CC2C12CC2 (centres undefined)	0.1	20	-1.2	3
CC(C)=CC(=O)OCc1cc([N+](=O)[O-])cc2c1OCOC2	0.0	-6	-0.1	-55
CC1CCCC(NC(=O)c2ccc(NC3=NC4CS(=O)(=O)CC4S3)cc2)C1C (centres undefined)	-0.2	-3	0.8	-2
COC(=O)C1=C(CN2CCN(C)CC2)NC(=O)NC1c1cc(C)ccc1C (centres undefined)	-0.1	8	-0.2	10
CN(C)S(=O)(=O)c1cccc(NC(=S)Nc2ccc3[nH]c(=O)[nH]c3c2)c1	0.1	14	-0.6	-4
O=C(Cn1nc(-c2ccc3c(c2)OCCO3)ccc1=O)Nc1cccc(C(=O)NC2CC2)c1	-0.4	-2	0.8	-7
CC(C)(C)C(C)(O)C#CCN1CCCC1 (centres undefined)	-0.3	-5	-0.1	-8
Cc1ccc(CN2CCN3C(=O)[C@@H](Cc4ccccc4)NC(=O)[C@H]3C2)cc1	-0.1	-1	0.1	6
COc1ccc(C2C(C(=O)c3ccco3)=C(O)C(=O)N2CCN2CCOCC2)cc1 (centres undefined)	-0.1	-2	0.6	-11
O=C(Cn1c(N2CCCCC2)nc2ccccc21)c1ccccc1	-0.1	1	1.9	13
Cc1sc(NC(=O)c2ccc(S(=O)(=O)N3CCCCC3)cc2)c(C#N)c1C	0.8	4	0.7	8
CCCNC(=O)CSc1nnc2c3cc(F)ccc3n(C)c2n1	-0.1	7	0.2	-6
CC1(C)CC2CC(C)(CN2S(=O)(=O)c2ccc(F)c(F)c2)C1 (centres undefined)	0.0	11	0.6	16
O=C(Nc1ccc2oc(-c3ccccc3Cl)nc2c1)c1cccc2c(Br)cccc12	0.5	-13	0.0	-4
Cc1csc(NC(=O)c2ccc(Cn3ccnc3)cc2)n1	-0.1	-3	-0.9	-20
COc1cccc(N2C[C@@H]3C[C@@H](c4cccc(OC)c4OC)N4CCC[C@@]34C2=O)c1	0.1	10	-1.8	7
COc1ccccc1N1CCN(CCNS(=O)(=O)c2ccc3c(c2)OCCO3)CC1	-0.2	-9	-1.5	-4
O=C(NCC(O)c1ccc(F)cc1)c1cn(-c2ccc3[nH]ncc3c2)nn1 (centres undefined)	-0.1	5	1.5	-1
COc1ccc(OC)c(C(=O)NCC2Cc3cccc(-c4ccncc4)c3O2)c1 (centres undefined)	-0.1	4	-0.6	15
CCOC(=O)/C(=C/c1ccc(Cl)cc1)C(C)=O	0.0	-3	-0.5	3
N#Cc1cc(Nc2ccc(Cc3ccncc3)cc2)c([N+](=O)[O-])cc1C#N	0.0	0	-1.0	19
CCOC(=O)Nc1ccc2c(c1)N(C(=O)N1CCOCC1)c1ccccc1CC2	-0.1	-3	-0.3	-13
Cc1ccc(N2C(=O)NC(=O)/C(=C\c3cc(C)n(C)c3C)C2=O)cc1	0.1	15	-0.9	5
NS(=O)(=O)c1ccc(NC(=O)CN2CCCCC2)cc1	-0.1	7	0.2	9
N#Cc1cc([N+](=O)[O-])ccc1Sc1nnc2ccccn12	-0.2	-12	-0.8	3
COc1ccc(-c2[nH]nc3nc(-c4ccc(N)nc4)ccc23)cc1OC	1.8	6	-1.3	-9
CC(=O)C1=C(O)C(=O)N(c2cccc(C(F)(F)F)c2)C1c1ccccc1 (centres undefined)	-0.2	-9	-1.4	4
O=C(NCCn1ccnc1)C1CC12CCN(CCc1ccccc1)CC2 (centres undefined)	-0.1	5	-0.1	5
COc1ccc(/C(O)=C2\C(=O)C(=O)N(Cc3cccnc3)C2c2ccc(C)cc2)cc1 (centres undefined)	-0.1	-9	0.3	-9
Cc1nc(NC(=O)/C=C/c2ccc(Cl)cc2Cl)sc1C(=O)N(C)C	0.7	21	1.4	11
COc1cccc(NC(=O)N(Cc2nc3ccccc3c(=O)[nH]2)Cc2cccs2)c1	-0.2	-5	0.1	5
COc1ccc(Cl)c2c1[nH]c1nc(SCC(N)=O)nnc12	-0.1	1	1.0	9
COc1ccccc1-c1cc(C(=O)N2CCN(C)CC2)no1	-0.2	6	-0.4	-14
COC(=O)c1c(OCc2ccccn2)cc(=O)n2c1CCN(C(=O)CC(C)(C)C)CC2	-0.1	9	1.1	-6
O=C(CCCN1C(=O)/C(=C\c2ccco2)SC1=S)Nc1ccc(C(=O)O)cc1	-0.1	26	-0.2	-7
COc1cccc(C(=O)Nc2cccc(N=C(N)CCC(=O)O)c2)c1	-0.1	-17	-0.8	11
O=C(/C=C/c1ccc(Br)o1)OCc1nc2ccc(Cl)cc2n1CCO	-0.2	10	0.4	-8
COc1ccc(-c2cn3c(n2)sc2cc([N+](=O)[O-])ccc23)cc1	-0.1	7	0.1	15
COCc1oc2c(cc(NS(=O)(=O)c3ccc(Cl)cc3)c3ccccc32)c1C(=O)OC	-0.1	-6	3.8	4
COc1ccc(-c2noc(CN(C)S(=O)(=O)c3ccc(Cl)cc3)n2)cc1	0.1	-19	0.0	-11
CCN(CC)C(=O)Cn1cnc2sc(C(=O)NC(C)C)c(C)c2c1=O	-0.3	0	3.9	4
O=S(=O)(c1ccc(Br)cc1)N1CCN=C1SCc1ccccc1F	0.0	-4	0.0	-7
CCCCOc1ccc(/C=C2\N=C(c3ccc(C(C)(C)C)cc3)OC2=O)cc1	0.2	16	-0.7	6
COc1ccc(CN2CCNC(=O)C2CC(=O)NCCc2cccnc2)c(OC)c1 (centres undefined)	0.1	5	-1.1	6

Random excerpt: 2 records from the list.
SMILES	FBW7 activator	MITF primary	GPR151 ag	TEAD-YAP inh
CCOC(=O)Nc1ccc2c(c1)N(C(=O)N1CCOCC1)c1ccccc1CC2	-0.1	-3	-0.3	-13
COc1cccc(C(=O)Nc2cccc(N=C(N)CCC(=O)O)c2)c1	-0.1	-17	-0.8	11

More results:
SMILES	FBW7 activator	MITF primary	GPR151 ag	TEAD-YAP inh
CCCCOc1ccc(/C=N/n2c(C)nc3ccccc3c2=O)cc1OC	0.2	13	0.7	8
CCCCCOc1ccc(OC(=O)c2sc3ncn(Cc4ccccc4Cl)c(=O)c3c2C)cc1	0.1	4	0.8	4
CC(Oc1cccc(Br)c1)C(=O)NCc1ccco1 (centres undefined)	-0.2	13	2.5	-9
O=C1CCCN1CCCNc1nc(Nc2ncccn2)nc2c1ncn2C1CCCCC1	0.1	-3	0.6	2
O=C(C1CCCC1)N1CCN(c2ccc([N+](=O)[O-])cc2)CC1	0.0	-2	-1.2	4
CC(C)[C@H]1CN(Cc2ccco2)CCN1Cc1nnnn1Cc1ccc2c(c1)OCO2	-0.1	-9	-1.1	11
Cc1c(C(=O)Nc2ccc3c(c2)OCO3)sc2ncnc(N3CCC(C)CC3)c12	0.0	-4	-1.4	-8
O=C(NCCc1ccccc1)NC1(C(F)(F)F)Oc2ccccc2O1	-0.1	-5	1.0	-8
CC1(C)CC(=O)C2=C(C1)Nc1ccccc1NC2c1coc2ccc(Cl)cc2c1=O (centres undefined)	0.1	-8	0.3	-4
C/C(=N\Nc1cccc([N+](=O)[O-])c1)c1ccc(C#N)cc1	0.7	0	-0.4	9
C=CCn1c(SCCCC)nc2c1c(=O)[nH]c(=O)n2C	-0.1	-6	2.3	-3
O=C(C(Cc1ccccc1)n1cccc1)N1CCN(C2CCCC2)CC1 (centres undefined)	-0.1	4	1.6	-2
CC(CNC(=O)c1cncc(Br)c1)NC(=O)c1cncc(Br)c1 (centres undefined)	-0.1	1	-0.3	8
COc1cccc(C2=CC(c3cccc(Cl)c3)n3ncnc3N2)c1 (centres undefined)	-0.2	-2	-0.7	27
CCOc1ccc(OCC(=O)Nc2ccc(N3CCCCC3)cc2)cc1	0.0	-1	-0.8	-5
Cc1cnc(Nc2ccc(C(F)(F)F)cc2)nc1NCCc1ccc(O)cc1	0.3	9	-2.1	1
COc1ccc(CCNC(=O)c2cnc(Nc3ncccn3)s2)cc1	0.0	5	-0.6	7
NNC(=O)c1cc2ccccc2cc1O	0.7	1	-0.9	-4
CCSc1ccccc1C(=O)Nc1cc(F)cc(F)c1	0.8	11	0.4	-17
O=c1c(-c2ccccc2)[n+]([O-])c2ccccc2n1OCc1cccc(F)c1	-0.2	-22	-0.7	5
COc1ccccc1-n1c(=O)[nH]c2c(C(N)=O)nc(-c3cccc(O)c3)nc21	0.0	18	-2.0	34*
O=C(NNS(=O)(=O)c1ccccc1[N+](=O)[O-])c1cccnc1	-0.1	-15	0.2	1
CC(=O)Nc1nnc(SCC(=O)Nc2c(C)cccc2C)s1	0.1	1	0.1	-1
O=S(=O)(c1ccc(Br)s1)N1CCCC(C(F)(F)F)C1 (centres undefined)	0.0	6	1.0	-1
CC(C)CCNC(=O)CSc1nc2ccc(N3CCCCC3)cc2c(=O)n1Cc1ccccc1	0.3	-3	2.0	1
COCc1cc(C)n(CC(=O)Nc2cccc(Cl)c2Cl)c(=O)c1C#N	0.2	11	-0.2	16
Nc1ccc(Oc2ccc3c(c2)C(=O)N(c2cccc(C(F)(F)F)c2)C3=O)cc1	0.6	11	1.5	17
Cc1cccc(OCC(=O)Nc2ccc(N(C)C)cc2)c1C	-0.1	22	3.8	-4
O=C(CNc1ccc2ccccc2c1)N/N=C/c1ccc([N+](=O)[O-])o1	0.0	3	-1.1	-2
Nc1cccc(-c2nc(N)c3ncn(C4CCCCC4)c3n2)c1	0.1	5	-1.5	-4
COCC1CCN(c2nncc(-c3ccc4c(c3)OCO4)n2)C1 (centres undefined)	-0.1	10	-0.2	-7
C=CCn1c2cc(C)oc2c2cnn(CC(=O)NCc3nc4ccccc4[nH]3)c(=O)c21	-0.1	-8	-1.0	-8
CCCCNS(=O)(=O)c1cc(Cl)c(Cl)cc1Cl	-0.1	7	1.5	2
COc1ccc(N2CCSC2C(=O)c2ccccc2)cc1 (centres undefined)	-0.1	-3	0.1	3
COc1cccc(NC(=O)CCCc2nc(-c3ccc(OC)c(OC)c3)no2)c1	-0.2	7	-1.3	14

Ordered by length of the SMILES (rising): some entries from above
SMILES	FBW7 activator	MITF primary	GPR151 ag	TEAD-YAP inh
NNC(=O)c1cc2ccccc2cc1O	0.7	1	-0.9	-4
CCSc1ccccc1C(=O)Nc1cc(F)cc(F)c1	0.8	11	0.4	-17
COc1ccc(N2CCSC2C(=O)c2ccccc2)cc1 (centres undefined)	-0.1	-3	0.1	3
Cc1cccc(OCC(=O)Nc2ccc(N(C)C)cc2)c1C	-0.1	22	3.8	-4
CC(=O)Nc1nnc(SCC(=O)Nc2c(C)cccc2C)s1	0.1	1	0.1	-1
Nc1cccc(-c2nc(N)c3ncn(C4CCCCC4)c3n2)c1	0.1	5	-1.5	-4
CCOc1ccc(OCC(=O)Nc2ccc(N3CCCCC3)cc2)cc1	0.0	-1	-0.8	-5
COCc1cc(C)n(CC(=O)Nc2cccc(Cl)c2Cl)c(=O)c1C#N	0.2	11	-0.2	16
COc1cccc(NC(=O)CCCc2nc(-c3ccc(OC)c(OC)c3)no2)c1	-0.2	7	-1.3	14
O=C(CNc1ccc2ccccc2c1)N/N=C/c1ccc([N+](=O)[O-])o1	0.0	3	-1.1	-2
O=c1c(-c2ccccc2)[n+]([O-])c2ccccc2n1OCc1cccc(F)c1	-0.2	-22	-0.7	5
CC(C)CCNC(=O)CSc1nc2ccc(N3CCCCC3)cc2c(=O)n1Cc1ccccc1	0.3	-3	2.0	1
Nc1ccc(Oc2ccc3c(c2)C(=O)N(c2cccc(C(F)(F)F)c2)C3=O)cc1	0.6	11	1.5	17
C=CCn1c2cc(C)oc2c2cnn(CC(=O)NCc3nc4ccccc4[nH]3)c(=O)c21	-0.1	-8	-1.0	-8
